ALOX15B inhib – blocks human 15-lipoxygenase 2 activity | O15296 | purified 15hLO-2, xylenol orange hydroperoxide absorbance | Potency, µM (highest dose often 57.1 µM), without a hit: at the top dose activity change, negative = inhibition, usual class: inhibitors | actives 0.56% (n = 110,000) | AID 881; note: potency is the fitted concentration of half-maximal effect; nearly all actives have a fitted effect of over 60% in size; many of its hits are not listed in these tables
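Read-out: hydroperoxide product oxidises ferrous iron, measured as xylenol orange complex via the 573-to-405 nm absorbance ratio after 30 min. Reaction: 50 nM enzyme, 15 min compound preincubation, 45 uM arachidonic acid, 90 min RT, Hepes pH 7.5 with Triton X-100.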
PNC assembly inh – inhibitors of perinucleolar compartment assembly; PC3M PTB-GFP, PNC prevalence imaging, 16 h; active compounds read low; activity change (PNC), negative = inhibition, % at 10 µM; actives 3.1% (n = 140,000);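 active = readout at or below -70, meaning at least 70% loss of cells showing the perinucleolar compartment, a nuclear body marking cancer cells; inconclusive = readout between -30 and a set limit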;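 note: plate controls were DMSO wells for no effect and camptothecin positive control wells for full effect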
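Compounds are pinned in duplicate onto adhered PC3M cells stably expressing GFP-tagged PTB and incubated 16 h at 37 C. Cells are then fixed, nuclei stained with Hoechst, and PNC-positive cells counted.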
12-hLO inh – 12-hLO (ALOX12) enzyme inhibition; P18054; purified 12-hLO, xylenol orange hydroperoxide absorbance; Potency, µM (doses to about 57.1 µM), for the others: top-dose activity change, negative = inhibition, usual class: inhibitors; actives 0.12% (n = 150,000); note: potency is the fitted concentration of half-maximal effect; nearly all actives have a fitted effect of over 55% in size; many of its hits are not listed in these tables
Target sequence (P18054 whole entry, looked up): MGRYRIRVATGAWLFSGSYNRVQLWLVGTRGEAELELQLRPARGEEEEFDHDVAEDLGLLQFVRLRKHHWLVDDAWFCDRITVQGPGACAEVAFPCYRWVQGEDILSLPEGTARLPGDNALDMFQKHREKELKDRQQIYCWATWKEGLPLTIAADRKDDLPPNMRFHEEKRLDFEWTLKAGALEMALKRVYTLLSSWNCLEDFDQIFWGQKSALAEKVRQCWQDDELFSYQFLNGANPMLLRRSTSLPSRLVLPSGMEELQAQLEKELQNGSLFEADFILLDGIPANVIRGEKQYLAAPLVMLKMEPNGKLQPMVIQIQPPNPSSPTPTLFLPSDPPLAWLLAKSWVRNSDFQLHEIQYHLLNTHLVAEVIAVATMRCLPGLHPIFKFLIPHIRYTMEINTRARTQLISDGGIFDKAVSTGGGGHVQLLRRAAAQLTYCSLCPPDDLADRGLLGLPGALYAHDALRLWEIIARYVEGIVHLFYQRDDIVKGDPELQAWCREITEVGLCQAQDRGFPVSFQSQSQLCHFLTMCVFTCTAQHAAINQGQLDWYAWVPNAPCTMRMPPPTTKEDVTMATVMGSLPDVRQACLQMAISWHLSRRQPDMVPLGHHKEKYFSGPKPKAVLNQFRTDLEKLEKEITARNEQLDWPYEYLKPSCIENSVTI
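Purified human 12hLO (150 nM final) was preincubated with compounds for 15 min at room temperature in 25 mM Hepes pH 7.0, 0.01% Triton X-100, then reacted with 40 uM arachidonic acid for 30 min. Hydroperoxide was detected with ferrous iron/xylenol orange.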
IMPase cell inh – IMPase inhibition in cells; 120,000 tested, under 10 active; inhibition (IP1 accumulation), % at 46.1 µM; P97697; CHO-M1 cells, IP1 accumulation, HTRF TR-FRET ratio; active = well fitted curve in the direction sought with a large enough effect in the signal ratio, not every such curve was filed as active; inconclusive = small, poorly fitted or top-dose-only effect, or a change in a side signal; inactive = no such curve, though single readings can be large or run the other way; the % refers to the signal ratio;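 note: cells stimulated with carbachol in lithium chloride buffer; plate controls were DMSO basal wells for no effect and reference inhibitor wells for full effect; higher means more IMPase inhibition seen as more IP1 and lower FRET ratio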
Target sequence (P97697 whole entry, looked up): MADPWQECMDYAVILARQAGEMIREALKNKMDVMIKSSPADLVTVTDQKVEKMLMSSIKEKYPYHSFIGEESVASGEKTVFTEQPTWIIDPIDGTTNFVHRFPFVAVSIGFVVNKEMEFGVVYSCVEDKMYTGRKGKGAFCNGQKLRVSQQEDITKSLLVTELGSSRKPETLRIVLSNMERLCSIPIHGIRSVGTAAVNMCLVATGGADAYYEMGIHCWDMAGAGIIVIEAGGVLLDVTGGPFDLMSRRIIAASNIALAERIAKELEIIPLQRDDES
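CHO-M1 cells (CHO stably expressing M1 receptor), compound up to 46 uM final, stimulated with carbachol (50 uM as added) in buffer with 50mM LiCl, pH 7.4, 30 min at 37C. Cytosolic IP1 read by TR-FRET; AC50 from Hill fits.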
Starred values were filed as active, the others as inactive; u = inconclusive; x = not tested or not shown; [ ] = another dose, or the depositor's remark. Unless noted, calls come from the whole dose curve; as a rule, active = well fitted curve in the direction sought with a large enough effect; inconclusive = small, poorly fitted or top-dose-only effect, or another doubt; inactive = no such curve, though single readings can be large; an effect the other way counts as inactive or inconclusive. Unless noted, % is set by controls: 0 for no effect and ±100 for the full control effect.

SMILES	ALOX15B inhib	PNC assembly inh	12-hLO inh	IMPase cell inh
CN1CCN(CCCNC(=O)CCCOc2cc(=O)n(C)c3ccccc23)CC1	11%	-25	-1%	0
CO[C@H]1C[C@@H]2CC[C@@H](C)[C@@](O)(O2)C(=O)C(=O)N2CCCC[C@H]2C(=O)OC([C@H](C)C[C@@H]2CC[C@@H](O)[C@H](OC)C2)CC(=O)[C@H](C)/C=C(\C)[C@@H](O)[C@@H](OC)C(=O)[C@H](C)C[C@H](C)/C=C/C=C/C=C/1C (stereo partly drawn)	-15%[0.0915 µM]	x	-3%[0.00818 µM]	x
Cc1ccccc1NS(=O)(=O)c1ccc(OCC(=O)N2CCCC2)cc1	3%	26	-1%	-2
Cc1onc(-c2ccccc2)c1C(=O)Nc1ccc(N2CCOCC2)cc1	-6%	u	10%	-4
Cc1[nH]nc2cn[nH]c12	-2%	u	0%	-2
CCc1nc(N2CCCC2)c(C#N)c2c1CCCC2	16%	15	-2%	-2
Nc1cccc(C(=O)OCC(=O)Nc2cccc3c2C(=O)c2ccccc2C3=O)c1	x	-7	-2%	x
CN(Cc1c(O)ccc2c1oc(=O)c1ccccc12)C1CCCCC1	0%	u	-15%	u
CCCCCCCN1N=C(C)C(C(=O)c2ccccc2)C1=O (stereo not drawn)	-5%	-85*	-19%	-4
CCCCOCCCn1cnc2c([nH]c3cc(OC)ccc32)c1=O	10%	u	-8%	4
C/C(=C\C(=S)Nc1ccccc1)Nc1ccccc1	x	u	2%	-13
O=C(NCCCn1ccnc1)c1ccc(Br)c(S(=O)(=O)N2CCOCC2)c1	28%	70	12%	u
COc1ccccc1/C=N/NC(=O)CCn1cnc2ccccc21	x	u	-2%	-3
C[C@@H]1CCC[C@H](C)N1NC(=O)c1ccc(Cl)c(S(N)(=O)=O)c1	9%[25.6 µM]	-6	-3%	-8[20.6 µM]
CCOC(=O)CSc1nnc(NC(=O)c2cccc(S(=O)(=O)N3CCCCCC3)c2)s1	-1%	32	4%	-1
COc1ccc(CCNC(=O)c2ccc(CNc3c(N4CCOCC4)c(=O)c3=O)cc2)cc1OC	-4%	22	4%	4
O=C(NCc1ccc2c(c1)OCO2)c1ccc(Cl)c(S(=O)(=O)N2CCOCC2)c1	-1%	9	-5%	-2
O=C(COc1ccc2ccccc2c1Br)N1CCOCC1	x	178	-3%	-13
O=C(Nc1nc(-c2cc3ccccc3oc2=O)cs1)c1ccco1	-26%	u	-3%	-4
CCOC(=O)c1nn(-c2ccc(F)cc2)c(-c2ccccc2)c1C(=O)c1ccccc1	-10%	41	-4%	9
O=c1oc2ccccc2cc1-c1cn2cccnc2n1	1%	-7	-4%	5
CC(=O)c1c(N)c(C#N)c(C)n1-c1ccc(Br)cc1	0%	-7	-7%	5
CC1CCCCN1C(=O)C12CCC(C)(C(=O)C1)C2(C)C (stereo not drawn)	-7%	-20	-3%	-3
O=C(c1ccc(F)cc1)N1CCC(N2CCCCCC2)CC1	-4%	u	3%	5
CCOC(=O)N1CCN(S(=O)(=O)c2cccc3nonc23)CC1	-3%	48	0%	4
CC(=O)Nc1ccc(-c2cn3cccnc3n2)cc1	-1%	-28	-3%	-20
O=C(CSc1nc2ncc(Br)cc2[nH]1)c1ccc([N+](=O)[O-])cc1	x	u	-4%	-5
Cn1cccc1CNC1CCCCC1	-5%	33	5%	3
CCN(CC)CCCNC(=O)c1cc(-c2ccc(Cl)cc2)on1	7%	-3	-3%	6
COC(=O)c1sccc1OC(C)C(C)=O (stereo not drawn)	-2%	-5	4%	2
CCc1[nH]c(C)c(C(C)=O)c1C	-9%	-1	-8%	-9
Cc1ccc(CC(=O)NCCS(=O)c2ccc(Cl)cc2)cc1 (stereo not drawn)	0%	-26	-5%	-3
CC(C)C(O)P(=O)(OCc1ccccc1)c1ccc(N(C)C)cc1 (stereo not drawn)	4%	68	0%	3
COc1ccc(CCn2nnnc2C(c2ccc(Cl)cc2)N2CCN(C)CC2)cc1OC (stereo not drawn)	6%	15	-3%	6
Cc1cccc(OCC(=O)N2CCN(C(=O)Cc3ccccc3)CC2)c1	-2%	-26	1%	3
Cc1cc(CC(C)C)n(-c2nc3ccccc3c(=O)n2OCC(=O)N(C)C)n1	-6%	23	-4%	16
COC(=O)C1=C(C)NC(C)=C(C(=O)OC)C1c1ccc(OC(=O)c2ccco2)cc1	-3%	u	1%	-12
O=C(NCc1ccco1)c1sc2ccccc2c1Cl	x	8	-4%	-6
Cc1nc2ncnn2c(C)c1CCC(=O)N1CCc2ccccc2C1	4%	4	-1%	1
COC(=O)NNC(=O)c1ccc(C(C)(C)C)cc1	x	14	-2%	x

Limited to PNC assembly inh and 12-hLO inh (2 entries from above):
SMILES | PNC assembly inh | 12-hLO inh
CC1CCCCN1C(=O)C12CCC(C)(C(=O)C1)C2(C)C (stereo not drawn) | -20 | -3%
O=C(c1ccc(F)cc1)N1CCC(N2CCCCCC2)CC1 | u | 3%

Following part.
SMILES	ALOX15B inhib	PNC assembly inh	12-hLO inh	IMPase cell inh
Nc1nc2nc(-c3ccccc3)cc(=O)n2[nH]1	15%	14	3%	-7
CSCC[C@H](NC(=O)OC(C)(C)C)c1nnc(SCC=C(C)C)o1	4%	-18	-6%	9
Cc1ccc2c(Cl)cc(Cl)c(OCC(=O)NCc3ccco3)c2n1	u	12	-20%	5
Cc1ccc(NC(=O)C(OC(=O)c2ccc(C=O)cc2)c2ccccc2)cc1Cl (stereo not drawn)	x	1	-22%	4
CC(C)COc1ccc(C(=O)OC2CC(C)(C)OCC2CN(C)C)cc1 (stereo not drawn)	40%[activator]	-28	2%	-7
COc1cc(/C=C2/NC(=O)N(Cc3ccccc3F)C2=O)ccc1Oc1ccc([N+](=O)[O-])cn1	x	15	1%	x
COc1ccc(C(C)NC(=O)c2ccoc2C)cc1OC (stereo not drawn)	5%	u	1%	0
O=c1c2c3c(sc2nc2n1CCCS2)CCCC3	-11%	8	-10%	-5
CCCc1nn(-c2cc(Cl)ccc2OC)c2c1C(=O)CCC2	-2%	-97*	-5%	-7
Cc1ccc(C(=O)C(NC(=O)c2ccco2)N2CCOCC2)cc1 (stereo not drawn)	-9%	u	1%	14
COc1ccc(CCNC(=O)CSc2nncn2N)cc1OC	2%	-82*	2%	3
CC(C)(C)C1CCc2c(sc(NC(=O)C3CCCO3)c2C(N)=O)C1 (stereo not drawn)	11%	u	-2%	u
COCCn1nnnc1CN1CCC(NC(=O)Nc2cccc(OC)c2)CC1	2%	u	-4%	5
CCN(CC)CC#CCC(C)(c1ccccc1)c1ccccc1	12%	1	8%	20
CC1(C)Cc2ccccc2C(NNC(=O)c2cccnc2)=N1	x	22	-1%	-17
O=C(NC(CO)c1ccccc1)c1ccco1 (stereo not drawn)	-1%	-29	-5%	-13
O=C(Nc1cccc2c1CCCC2)c1ccc(Br)o1	0%	-8	0%	11
CCOC(=O)CSC1=C(C#N)C(c2sccc2C)CC(=O)N1 (stereo not drawn)	-1%	u	-3%	9
COc1ccccc1NC(=O)CSc1nc(N)cc(N)n1	-4%	u	6%	11
COC(=O)Cn1c(=NC(=O)c2ccc([N+](=O)[O-])s2)sc2cc(Br)ccc21	x	-93*	-2%	x

In the list so far, these have a thiophene ring, fused or not.
SMILES	ALOX15B inhib	PNC assembly inh	12-hLO inh	IMPase cell inh
COC(=O)c1sccc1OC(C)C(C)=O (stereo not drawn)	-2%	-5	4%	2
O=C(NCc1ccco1)c1sc2ccccc2c1Cl	x	8	-4%	-6
O=c1c2c3c(sc2nc2n1CCCS2)CCCC3	-11%	8	-10%	-5
CC(C)(C)C1CCc2c(sc(NC(=O)C3CCCO3)c2C(N)=O)C1 (stereo not drawn)	11%	u	-2%	u
CCOC(=O)CSC1=C(C#N)C(c2sccc2C)CC(=O)N1 (stereo not drawn)	-1%	u	-3%	9
COC(=O)Cn1c(=NC(=O)c2ccc([N+](=O)[O-])s2)sc2cc(Br)ccc21	x	-93*	-2%	x

New compounds follow
SMILES	ALOX15B inhib	PNC assembly inh	12-hLO inh	IMPase cell inh
Cc1nc2ncnn2c(C)c1CCC(=O)NC(C)c1ccc2c(c1)OCCO2 (stereo not drawn)	-5%	53	3%	-9
O=C(N/N=C\c1cn(-c2ccccc2)nc1-c1ccccc1)c1ccc(Br)o1	3%	-19	-3%	18
CC(C)(C)c1ccccc1OCCCCN1CCCC1	16%	u	9%	6
CC1C(C)C(O)(c2ccccc2)CCN1C (stereo not drawn)	x	44	4%	u
CCOc1ccc(-n2c(SCc3cc(=O)oc4cc(C)c(C(C)C)cc34)nnc2-c2cccnc2)cc1	x	-9	-2%	5
N#Cc1nc(-c2cccs2)oc1N1CCOCC1	-1%	u	-2%	-14
COC(=O)C1C(=O)NCC1c1ccc(OC)cc1 (stereo not drawn)	2%	-6	1%	-1
CCOCc1nnc(NC(=O)c2cc(Cl)ccc2OC)s1	11%	24	-3%	-4
Cc1ccc(-c2[nH]ncc2/C=N/n2c(COc3ccccc3)nc3ccccc3c2=O)cc1	x	u	-5%	10
CCCCN(CC)C(=O)Cc1ccccc1OC	-9%	-6	2%	u
COc1ccccc1N1C(=O)c2cccc3c(C(=O)O)ccc(c23)C1=O	3%	14	-5%	-15
CCOc1cc(C(=O)Nc2cc(C)ccc2OC)ccc1OCC(=O)N1CCCCC1	x	-10	-1%	x
Cn1c(=O)c2c(nc(NC3CCCCC3)n2CC(O)COc2ccccc2)n(C)c1=O (stereo not drawn)	2%	14	-2%	5
COc1ccc(-c2nc3cnc(N4CCN(C)CC4)nc3n(CCC#N)c2=O)cc1	-16%	x	-9%	x
Cc1cccc(NC(=O)C2CC(=O)n3cnnc3S2)c1 (stereo not drawn)	-22%	12	-3%	2
Cc1ccc(NC2=C(NCCO)C(=O)c3ccccc3C2=O)cc1	x	25	-5%	x
C=CCn1c(SCCOc2ccc(OC)cc2)nnc1C(C)NC(=O)c1ccc(OC)cc1 (stereo not drawn)	7%	u	7%	2
Nc1nc(SCC(=O)Nc2ccc([N+](=O)[O-])cc2Br)n[nH]1	x	49	-1%	x
OCCNCc1ccc(OC2CCCC2)cc1	8%	27	8%	11
O=C(C1CCCN(S(=O)(=O)c2ccc(F)cc2)C1)N(Cc1cccs1)C1CC1 (stereo not drawn)	3%	-5	-19%	6
COc1ccc(/C=N/NC(=S)Nc2cc(S(=O)(=O)N3CCOCC3)ccc2N2CCOCC2)cc1O	x	u	-10%	x
O=C(O)c1cc(S(=O)(=O)N2CCCCC2)ccc1F	-12%	55	0%	-1
CC(=O)c1cccc(NC(=O)NCc2cccs2)c1	4%	24	2%	0
CCCCn1c(SCC(=O)N2CCN(c3ccccc3)CC2)nc2ccsc2c1=O	-4%	-112*	-12%	7
CC(NC(=O)CSC1=NCCS1)c1ccccc1 (stereo not drawn)	x	60	1%	-4
Cc1ccc(S(=O)(=O)c2nc(NCCN(C)C)sc2Cl)cc1	11%	u	0%	10
CCOC(=O)C1=C(CC)Nc2ccccc2N=C1NC(=O)c1cccc(S(=O)(=O)N2CCCC2)c1	-6%	-114*	-12%	11
CCCc1nc(SCC(=O)Nc2ccc(S(=O)(=O)N(C)C)cc2)c2ccccc2n1	x	u	-5%	x
COc1ccc(CCNC(=O)N2CCOCC2)cc1	x	-22	6%	-1
Cc1ccc(C)c(CSC2=NCCN2C(=O)Cc2ccc([N+](=O)[O-])cc2)c1	x	4	-2%	2
C[C@@H]1C[C@H]2[C@@H]3CCC4=CC(=O)C=C[C@]4(C)[C@@]3(F)[C@@H](O)C[C@]2(C)[C@@]1(O)C(=O)CO	-4%	x	-2%	x
O=c1c2c3c(sc2nc2sc(CN4CCCCC4)cn12)CCCC3	-2%	42	6%	-5
CN(C)CCCN1C(=O)C(=O)/C(=C(/O)c2ccncc2)C1c1cccnc1 (stereo not drawn)	-5%	50	1%	6

A portion of the library, so the mix of outcomes need not match the whole.
